Screens as filed in PubChem BioAssay.
STK33 kinase inh – human STK33 kinase inhibition; Q9BYT3; purified STK33, MBP phosphorylation, ADP-Glo luminescence; inhibition, % at 10 µM; hit rate 0.073% among 320,000;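 active = inhibition at or above 25%, using the most active replicate where run in duplicate; inactive = inhibition below 25%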
Target sequence (Q9BYT3 whole entry, looked up): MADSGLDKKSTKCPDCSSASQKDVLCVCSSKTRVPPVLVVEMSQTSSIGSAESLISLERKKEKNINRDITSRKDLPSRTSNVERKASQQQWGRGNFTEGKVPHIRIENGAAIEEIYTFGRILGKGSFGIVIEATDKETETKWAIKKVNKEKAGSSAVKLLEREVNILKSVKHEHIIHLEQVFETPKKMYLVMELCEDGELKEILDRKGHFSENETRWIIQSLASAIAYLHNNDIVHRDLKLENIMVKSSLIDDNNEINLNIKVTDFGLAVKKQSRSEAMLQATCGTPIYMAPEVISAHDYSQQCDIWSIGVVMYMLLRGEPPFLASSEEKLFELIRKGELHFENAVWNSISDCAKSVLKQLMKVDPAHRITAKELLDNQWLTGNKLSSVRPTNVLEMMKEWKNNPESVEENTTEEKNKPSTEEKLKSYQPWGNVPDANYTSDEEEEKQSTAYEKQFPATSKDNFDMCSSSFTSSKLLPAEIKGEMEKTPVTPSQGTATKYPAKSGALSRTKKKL
Kir21 inh – inhibitors of mouse Kir2.1 inward-rectifier potassium channel. HEK293-Kir2.1, FluxOR thallium flux fluorescence; hits give low values. B-score at 10 µM. hit rate 0.85% among 310,000. AID 1672;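 active = fluorescence ratio B-score at or below minus 3 SD of library scores, with starting-brightness B-score within 2 SD, cut at about -4.2 in these data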;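 note: channel flux triggered by added potassium and thallium sulfate stimulus; B-score of peak minus minimum fluorescence over baseline after thallium stimulus; more negative B-score means stronger Kir2.1 block with less thallium influx; some compounds called inactive have numbers as strong as hits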
Target sequence (P35561 whole entry, looked up): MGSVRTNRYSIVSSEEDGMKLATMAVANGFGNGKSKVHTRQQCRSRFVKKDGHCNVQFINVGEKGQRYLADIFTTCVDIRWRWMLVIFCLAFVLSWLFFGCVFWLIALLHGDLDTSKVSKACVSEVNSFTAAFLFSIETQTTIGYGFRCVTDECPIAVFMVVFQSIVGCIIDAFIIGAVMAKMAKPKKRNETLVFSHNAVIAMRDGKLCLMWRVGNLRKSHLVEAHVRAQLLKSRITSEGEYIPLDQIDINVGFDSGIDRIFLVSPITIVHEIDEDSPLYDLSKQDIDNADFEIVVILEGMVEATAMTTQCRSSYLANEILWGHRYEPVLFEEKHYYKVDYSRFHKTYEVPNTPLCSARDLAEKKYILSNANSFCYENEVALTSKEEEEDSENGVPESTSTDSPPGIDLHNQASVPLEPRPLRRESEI
* = called active by the depositor; x = no result given.

SMILES	STK33 kinase inh	Kir21 inh
COc1ccc(NC(=O)c2c(C)nn(-c3ccccc3)c2Cl)cc1	-2.6	-1.2
CCOC(=O)CN(C(=O)c1ccccc1[N+](=O)[O-])C(C)(C)C	-1.5	-1.1
Cc1nonc1N1CCN(Cc2cn[nH]c2-c2ccc3c(c2)OCO3)CC1	-0.1	1.8
O=C(COC(=O)c1cccc(Cl)c1)NC1CCCCCCC1	-0.8	x
COCC(C)N=C1NN=C(c2c[nH]c3ccccc23)CS1 (stereo not given)	x	1.4
O=C(CCS(=O)(=O)c1ccccc1)Nc1nc(-c2ccccn2)cs1	-1.6	-1.8
CCOc1ccc(N(C)S(=O)(=O)c2cnc[nH]2)cc1	-9.5	0.05
C=C(C)C(=O)N1CC2(CC(c3cccc(NC(=O)/C=C\C=C/C)c3)=NO2)C[C@H]1C(N)=O (stereo not given in full)	0.6	0.35
O=C(O)/C=C/c1cn(-c2ncc(C(F)(F)F)cc2Cl)c2ccccc12	0.3	1.2
COc1ccc(C2=Nn3c(nnc3-c3ccc(OC)cc3)SC2)cc1	1.1	-0.74
CCOC(=O)Nc1ccc(S(=O)(=O)Nc2onc(C)c2C)cc1	-0.3	1.1
CCC1CCCCN1S(=O)(=O)c1ccc([N+](=O)[O-])cc1 (stereo not given)	-4.5	0.5
CCN1/C(=C\C=C(C(C)=O)C(C)=O)Sc2ccccc21	-0.1	-7.3
CC(C)COc1ccc(C(=O)N(Cc2ccco2)C2CCS(=O)(=O)C2)cc1 (stereo not given)	-1.5	1.4
C/C(CC(=O)N1CCN(C=O)CC1)=N\NC(=O)c1cccc([N+](=O)[O-])c1	0.6	-0.51
Cc1c(C)n2c3c(cccc13)CC2	-1.5	-0.98
COc1ccccc1OCCNC(=O)c1ccco1	0.1	0.05
O=C(CSc1nc(C2CC2)nc2ccccc12)N1c2ccccc2Sc2ccccc21	-1.0	-0.9
CCOc1ccc(C2CC(=O)NC3=C2C(=O)CCC3)cc1 (stereo not given)	-2.1	-0.91
Cc1coc2c(C)c3oc(=O)c(CCC(=O)NCCCN4CCCC4=O)c(C)c3cc12	-0.9	0.51

A second format for part of the listing above:
| smiles | STK33 kinase inh | Kir21 inh |
| --- | --- | --- |
| O=C(COC(=O)c1cccc(Cl)c1)NC1CCCCCCC1 | -0.8 | x |
| CCN1/C(=C\C=C(C(C)=O)C(C)=O)Sc2ccccc21 | -0.1 | -7.3 |

Shown in markdown: two of the compounds above
| structure | STK33 kinase inh | Kir21 inh |
| --- | --- | --- |
| CCOC(=O)CN(C(=O)c1ccccc1[N+](=O)[O-])C(C)(C)C | -1.5 | -1.1 |
| CCN1/C(=C\C=C(C(C)=O)C(C)=O)Sc2ccccc21 | -0.1 | -7.3 |

Additional results.
SMILES	STK33 kinase inh	Kir21 inh
COc1cccc(CNC(=O)C(c2ccc(Cl)cc2)C(C)C)c1 (stereo not given)	-1.5	-0.11
O=C(Cn1c(=O)oc2cc(S(=O)(=O)N3CCCC3)ccc21)NCc1ccccn1	-0.4	0.1
Cc1cc(=O)[nH]c(-c2ccccc2)n1	-0.4	-0.81
CCN(CC)CCn1c(NCc2ccc3c(c2)OCO3)nc2ccccc21	-0.2	-1.9
Cc1c(C(=O)Nc2cccc(C(F)(F)F)c2)oc2ccc(S(=O)(=O)N3CCOCC3)cc12	-2.2	x
COc1ccc(-c2cc(C(=O)Nc3c(C)nn(Cc4ccccc4)c3C)no2)cc1	0.1	0.92
O=C(Cn1ncc2c1-c1ccccc1OC2)N1CCN(Cc2ccc3c(c2)OCO3)CC1	0.3	-1.1
COC(=O)c1ccc(C)c(NC(=O)c2c(-c3ccccc3)noc2C)c1	-4.7	-0.71
Cc1cccc(/C=N/NC(=O)Cc2ccc(Cl)cc2)c1O	0.0	0.61
COCCNC(=O)c1cc2cc3ccc(OC)cc3nc2o1	0.7	0.78
CC(C)CN1C(=O)c2ccc(NC(=O)c3ccco3)cc2C1=O	-0.1	0.01
NCCCC[C@H]1CNC(=O)C(=O)N1CCc1cccc(F)c1	-3.6	-0.72
Nc1nonc1C(=O)N/N=C/c1cc2c(cc1[N+](=O)[O-])OCO2	-2.6	1.1
CCC(C)C1C(C#N)=C(N)Oc2n[nH]c(-c3ccccc3)c21 (stereo not given)	0.8	-1.1
O=C(Oc1ccccc1C(=O)N1CCOCC1)c1cccc(Br)c1	-1.0	-1.3
N#Cc1cc(-c2ccccc2)nnc1Sc1ccccc1	-0.4	0.75
CCOc1ccc(N2CC(C(=O)NCC(=O)Nc3ccc(F)c(F)c3F)CC2=O)cc1 (stereo not given)	-1.3	x
O=C(CSCc1cccc(CSCC(=O)Nc2ccccc2)n1)Nc1ccccc1	0.9	-1.5
CC(C)(C)NC(=O)CN1CCC(O)(c2ccccc2)CC1	-0.8	-1.2
C=CCN(CC=C)S(=O)(=O)c1ccc(NC(=S)NC(=O)/C=C/c2cccc3ccccc23)cc1	-0.6	-0.4
O=C(NCC1CCCO1)c1nc2c(nnn2Cc2ccccc2Cl)c(=O)[nH]1 (stereo not given)	0.0	-0.11
C=CCOC(=O)C1=C[C@@H](c2ccc(Br)cc2)C[C@@H](OCc2ccc(CO)cc2)O1	0.1	-0.63
CCNc1nc(NCC)nc(N/N=C/c2ccc(OC)cc2)n1	2.2	0.1
CC(=O)Nc1cccc(C(=O)Oc2cccc(C)c2)c1O	0.7	1.2
CCCCCn1c(SCc2ccncc2)nc2cc(C(=O)NCc3ccco3)ccc2c1=O	-1.1	-1.7
c1ccc(NCc2ccncc2)cc1	-1.8	0.3
CC(C)NC(=O)c1ccccc1NC(=O)C1CC(=O)N(C(C)C)C1 (stereo not given)	0.1	1.4
CCCCN(CCCC)C(=S)N/N=C/c1c(C)[nH]n(-c2ccccc2)c1=O	0.8	0.9
Cc1ccc(NC(=S)N2CCCC(O)C2)cc1 (stereo not given)	-1.8	0.54
CCC1(CC)C(=O)C2=C3C1[C@H](C(=O)OC)C=C(C(=O)OC)C[C@H]3[C@H]1C(=O)NC(=O)[C@H]1[C@H]2C (stereo not given in full)	-0.9	-0.72
CN(CC(=O)Nc1ccc(Cl)c(C(F)(F)F)c1)C(=O)Cn1cc([N+](=O)[O-])ccc1=O	-0.5	x
CCCC(=O)Nc1nnc(SCC(=O)NCc2ccc3c(c2)OCO3)s1	x	0.32
CCOc1cc(C(=O)Nc2ccc(S(=O)(=O)N3CCCCC3)cc2)ccc1OCC(=O)N1CCOCC1	-0.5	0.19
CN1CCN(C(=O)c2ccccc2-c2nc(-c3ccc(Cl)cc3)no2)CC1	-0.9	-0.56
O=C(CN1CCN(C(=O)c2ccc(-c3nc4ccccc4s3)o2)CC1)Nc1ccc(F)cc1	-0.3	x
COc1cc(NC(=O)CSC(=S)N2CCCC2)c(OC)cc1Cl	-0.3	-2.1
CCc1c(C)nc2c(-c3ccccc3)c(-c3ccccc3)[nH]n2c1=O	-2.9	-0.44
O=C(NNC(=S)Nc1ccc(OC(F)F)cc1)c1cc2c(s1)CCCC2	-2.5	0.14
CCOc1ccc(C(=O)NNC(=O)CN2C(=O)C3CC=CCC3C2=O)cc1OC (stereo not given)	1.1	x
NC(=O)C1CCN(C(=O)c2ccc3c(=O)n(Cc4ccco4)c(SCC(=O)c4ccccc4)nc3c2)CC1	5.4	-1.5

Random excerpt: 7 compounds from above.
SMILES	STK33 kinase inh	Kir21 inh
CCC1(CC)C(=O)C2=C3C1[C@H](C(=O)OC)C=C(C(=O)OC)C[C@H]3[C@H]1C(=O)NC(=O)[C@H]1[C@H]2C (stereo not given in full)	-0.9	-0.72
CN1CCN(C(=O)c2ccccc2-c2nc(-c3ccc(Cl)cc3)no2)CC1	-0.9	-0.56
CCc1c(C)nc2c(-c3ccccc3)c(-c3ccccc3)[nH]n2c1=O	-2.9	-0.44
COc1cc(NC(=O)CSC(=S)N2CCCC2)c(OC)cc1Cl	-0.3	-2.1
CC(=O)Nc1cccc(C(=O)Oc2cccc(C)c2)c1O	0.7	1.2
Cc1ccc(NC(=S)N2CCCC(O)C2)cc1 (stereo not given)	-1.8	0.54
CCCCCn1c(SCc2ccncc2)nc2cc(C(=O)NCc3ccco3)ccc2c1=O	-1.1	-1.7

(next part)
SMILES	STK33 kinase inh	Kir21 inh
O=C(Nc1nnc(SCc2ccc(Cl)cc2)s1)C1CC(=O)N(Cc2ccccc2)C1 (stereo not given)	-1.2	0.91
C/C(=N/NC(=O)CNc1ccc(Cl)cc1C)c1ccc(C)cc1	-1.3	1.8
CC(=O)NC1(c2ccccc2)CCN(c2nc(C)cc(C)n2)CC1	-1.4	x
Cn1ncc2c(NNC(=O)Cc3cccc4ccccc34)ncnc21	x	-0.53
CC(C)CCn1c(CN2CCOCC2)nc2c1c(=O)n(C)c(=O)n2C	0.9	-0.82
O=C(c1ccc2c(=O)n(Cc3ccccc3)c(=S)[nH]c2c1)N1CCCC1	-3.4	0.22
CC1CC(C)CN(S(=O)(=O)N2CCCC(C(=O)NCCCN3CCOCC3)C2)C1 (stereo not given)	-0.1	-1.1
Cc1ccc(NC(=O)CCCCCN2C(=O)[C@@H]3Cc4ccccc4CN3C2=O)c(Cl)c1	1.3	0.11
CCC(C)n1ncn(-c2ccc(N3CCN(c4ccc(O)cc4)CC3)cc2)c1=O (stereo not given)	-1.1	-0.09
Cc1ccc(CN(C(=O)COc2cccc(C)c2C)C2CCS(=O)(=O)C2)o1 (stereo not given)	-1.8	-0.01
O=C(NCCCc1ccccc1)c1ccc(F)cc1	-0.2	0.81
O=C1CC(C(=O)N2CCN(c3ccc(F)cc3)CC2)CN1CCc1ccccc1 (stereo not given)	0.0	0.56
CCc1n[nH]c(=S)n1/N=C/c1ccccc1OCc1ccc(Cl)cc1	-1.7	0
N#Cc1cccc(OCC(=O)NC(=O)NCc2ccccc2)c1	-1.4	-0.2
S=c1[nH]nc(-c2ccc(Cl)cc2)n1-c1ccc(Cl)cc1	-0.6	0.07
O=C(COC(=O)c1ccco1)NCc1ccc(Cl)cc1	-2.1	-2.2
O=C(Cn1nc(C(F)(F)F)cc1C1CC1)NCc1ccccc1F	0.2	0.63
O=C(CNC(=O)[C@@H]1Cc2ccccc2CN1)Nc1ccc2c(c1)OCO2	0.9	-1.1
COc1ccc(NC(=O)CCCC(=O)OCC(=O)c2cccc(OC)c2)cc1	-0.8	1.4
CC(C)=CCc1c(O)ccc2c1OC(c1ccc(O)c(O)c1)CC2=O (stereo not given)	2.5	-7.1*
O=C(NC1=NCCS1)c1cccc(Br)c1	-1.3	0.29
Cc1ccc(OCc2cc(C(=O)N3CCCC3)no2)cn1	0.1	-0.86
C/C(=N\NC(=O)c1c(Cl)c(C)nn1C)c1cccc(NC(=O)c2cccc(F)c2)c1	-0.3	1.7
CCCCCc1ccc(-c2ccc(OC)cc2)nc1	1.1	0.92
Cc1ccc(CNC(=O)Cn2cnc3c(OCc4ccccc4)ncnc32)o1	-0.1	x
CC(=O)N/C(=C\c1ccccc1)C(=O)OCC(=O)c1ccccc1	-0.5	0.21
COc1ccc(N2C(C(C)=O)=NN(c3ccccc3)C2c2cccs2)cc1 (stereo not given)	-1.4	0.36
COc1ccc(S(=O)(=O)Nc2c(C)ccc3nsnc23)cc1OC	x	-5.1*
O=c1c2cc(Cl)cc(Cl)c2nc2n1CCC2	1.6	-0.46
COc1cccc(Cn2c(=O)oc3ccccc32)c1	0.8	0.33
C/C(=N\NC(=O)c1nnn(-c2nonc2N)c1-c1ccccc1)c1ccccc1O	-1.5	0
COc1ccc(C(=O)N/N=C/C2CC=CCC2)cc1OC (stereo not given)	-0.6	-0.77
Cc1cc(C)c(C(=O)CN2C(=O)NC3(CCC(C)CC3)C2=O)cc1C (stereo not given)	-1.6	1.5
Cc1ccc(C(=O)C2=C(O)C(=O)N(Cc3ccco3)C2c2ccc(N(C)C)cc2)o1 (stereo not given)	-0.7	1.9
CCCn1c(C(O)c2cc(OC)ccc2OC)nc2ccccc21 (stereo not given)	11	-0.36
Cc1n[nH]c(=O)n1-c1ccc(OCc2ccccc2)cc1	0.0	0.75
COc1cccc(NC(=O)CSc2nc(=O)n(Cc3ccncc3)c3c2CCCC3)c1	-1.1	-0.72
CCC(C)Cn1c(O)cc2nn(-c3nc4ccccc4s3)c(=O)c-2c1C (stereo not given)	-0.4	0.13
CN(CC(=O)Nc1ccc(F)c(F)c1F)C(=O)CC1CCCCC1	-0.5	x
O=C(CN(Cc1ccccc1)S(=O)(=O)c1ccc2c(c1)OCCO2)Nc1ccc2c(c1)OCCO2	-1.8	1.1
CC(=O)c1ccc(S(=O)(=O)N2CCN(CC(=O)NC(=O)NC3CCCCC3)CC2)cc1	-0.6	x
O=C(COC(=O)Cc1ccsc1)Nc1cccc(Cl)c1	0.8	x
CC(C)Cn1c(N)c(C(=O)COC(=O)c2cc(F)cc(F)c2)c(=O)n(C)c1=O	-0.5	-0.35
O=C(/C=C\NCC(=O)c1ccccc1)c1ccccc1	-0.7	0.68
COc1ccc2c(c1)OC[C@H]1[C@H]2N2C(=O)c3ccccc3NC(=O)[C@@]2(C)[C@H]1c1ccccc1	0.7	x
CC(C(=O)Nc1ccc2c(c1)OCCO2)N1CCN(C(=O)c2ccco2)CC1 (stereo not given)	1.9	-1.9
NC(=O)Nc1cccc2ccccc12	0.1	0.49
Cc1ccc(NC(=O)CNC(=O)c2ccco2)nc1	-0.5	-0.89
COC(=O)c1cc(NCc2ccccc2F)ccc1N1CCOCC1	-0.2	0.01
COc1ccccc1NCC(=O)N1CCN(S(=O)(=O)c2ccccc2)CC1	-0.7	x
CCOc1ccc(NC(=O)CN(C)C(=O)c2c(C)noc2C)cc1OCC	-1.2	-0.2
C/C(=N\NC(=O)c1nnn(-c2nonc2N)c1CN(C)c1ccccc1)c1ccccn1	-1.0	-0.06
CSc1nnc(NC(=O)C23CC4CC(CC(C4)C2)C3)s1	0.2	1.9
CC(C)OCC(O)CS(=O)(=O)Cc1ccccc1 (stereo not given)	0.7	1.9
O=C(NCc1ccccn1)C1CC(c2ccc(F)cc2)=NO1 (stereo not given)	0.3	0.33
CC(NC(=O)c1ccnc(C(C)(C)C)c1)c1ccccc1 (stereo not given)	0.4	0.17
CCCN(CC(=O)Nc1ccccc1OC)C(=O)c1ccccn1	-1.2	x

Rows are unselected. About 0.84% of those tested had a hit in this group.
